Screens from PubChem BioAssay.
NR2E3 ag-1: activates human photoreceptor nuclear receptor NR2E3; GST-NR2E3/biotin-RetCOR TR-FRET, 1536-well; inhibition of corepressor binding, % at 4.78 µM; 320,000 tested, 0.12% active; AID 2300;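 active = percent inhibition above the cutoff of mean plus 3 SD of all tested compounds, set per screening campaign, cut at about 20% in these data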;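 also: 0% = DMSO wells and 100% = biotin wells as full block of FRET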
Target sequence (Q9Y5X4 whole entry, looked up): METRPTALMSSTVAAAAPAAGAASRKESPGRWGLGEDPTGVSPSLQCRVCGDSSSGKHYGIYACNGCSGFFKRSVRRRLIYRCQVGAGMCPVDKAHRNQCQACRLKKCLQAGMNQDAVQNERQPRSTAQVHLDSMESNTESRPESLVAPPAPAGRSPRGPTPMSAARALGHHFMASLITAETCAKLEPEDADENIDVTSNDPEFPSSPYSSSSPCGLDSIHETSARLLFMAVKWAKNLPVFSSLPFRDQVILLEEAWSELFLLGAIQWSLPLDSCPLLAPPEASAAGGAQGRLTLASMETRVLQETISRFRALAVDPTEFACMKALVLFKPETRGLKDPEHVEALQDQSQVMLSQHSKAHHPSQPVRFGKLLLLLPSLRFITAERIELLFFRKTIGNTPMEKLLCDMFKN
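Test system – NR2E3–RetCOR corepressor complex · Quantity – NR2E3 fusion 1.35 nM · Buffer or medium – Tris pH 7.5 · Incubation – Compound–protein incubation for 5 h at 4 °C · Technique – TR-FRET, Eu(K)-anti-GST donor, streptavidin-D2 acceptor, ex 340, em 617/671 nm · Evaluation – percent inhibition of 671/617 nm emission ratio versus biotin and DMSO controls · Plate – 1536-well format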
NR2E3 ag-2: agonists of human NR2E3 nuclear receptor; Q9Y5X4; CHO-S Gal4-NCOR/VP16-NR2E3 two-hybrid, luciferase; inhibition of corepressor binding, % at 3.98 µM; 360,000 tested, 0.35% active; AID 602229;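 active = inhibition above the mean of all tested compounds plus 3 SD, cut at about 70% in these data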;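 also: 0% = DMSO with NR2E3 transfected cells and 100% = cells lacking NR2E3 construct; higher means lower luciferase signal from less NR2E3 corepressor binding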
PDI inh: PDI (human) enzyme inhibition. PDI insulin aggregation turbidity, A650, 90 min. 350,000 tested, 0.052% active. P07237. inhibition, % at 10 µM;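 active = mean inhibition across replicates of 30% or more, whatever share of single replicates reach that level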;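 also: absorbance from insulin aggregation driven by PDI reduction with DTT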
Target sequence (P07237 whole entry, looked up): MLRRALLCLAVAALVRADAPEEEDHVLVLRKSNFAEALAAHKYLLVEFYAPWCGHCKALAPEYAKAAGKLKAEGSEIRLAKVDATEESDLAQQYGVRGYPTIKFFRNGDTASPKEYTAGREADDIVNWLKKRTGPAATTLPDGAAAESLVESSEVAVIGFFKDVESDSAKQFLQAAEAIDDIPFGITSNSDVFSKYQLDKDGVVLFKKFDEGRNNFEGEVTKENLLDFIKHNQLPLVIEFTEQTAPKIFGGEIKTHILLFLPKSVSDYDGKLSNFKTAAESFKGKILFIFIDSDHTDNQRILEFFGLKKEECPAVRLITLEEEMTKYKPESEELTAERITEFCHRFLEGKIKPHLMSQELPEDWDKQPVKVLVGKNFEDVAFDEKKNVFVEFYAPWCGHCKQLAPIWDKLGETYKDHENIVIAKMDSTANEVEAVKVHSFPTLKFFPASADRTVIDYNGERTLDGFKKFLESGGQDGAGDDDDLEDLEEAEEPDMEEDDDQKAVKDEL
CF NFkB inh: inhibitors of cystic fibrosis induced NF-kB; AID 588850; 360,000 tested, 0.86% active; KKLEB NF-kB-GFP reporter, PAF-induced, GFP fluorescence overnight; inhibition, % at 5 µM;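 active = at least 50% inhibition at 5 µM, scaled per plate between neutral and stimulator controls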;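 also: PAF is a Pseudomonas aeruginosa culture filtrate used as stimulus; plate controls were PAF-stimulated DMSO wells for no effect and unstimulated DMSO wells for full effect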
MITF TRPM1 inh: reduces MITF-dependent TRPM1 promoter luciferase signal; 330,000 tested, 0.83% active; inhibition, % at 12.5 µM; SK-MEL-5 TRPM1 promoter luciferase, 24 h; AID 488899;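 active = mean inhibition across replicates of 60% or more, whatever share of single replicates reaches that level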; also: values of inactives mirror those of a sister screen read the other way
CaV13 FRET inh: Disruptors of the CACNA1D IQ motif to Ca2+-dependent inactivation inhibitor domain association, primary screening, Förster resonance energy transfer in intact living …. HEK cells, CFP/YFP FRET ICDI-IQ, plate reader, 10 min; percent FRET-ratio fall versus neutral wells. inhibition, % at 12.3 µM. 340,000 tested, 0.098% active;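 active = mean replicate inhibition of at least 30% and at least 1% of replicates passing that level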;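 also: 0% = median of the neutral control wells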
Peg3 promoter: inhibitors of Peg3 promoter. AID 588405. 360,000 tested, 1.7% active. inhibition, % at 20 µM. HeLa PEG-Prom luciferase reporter, luminescence, overnight;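 active = inhibition of at least 50% at 20 µM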
HIF-2a inh: inhibitors of HIF-2a; AID 624352; 786-0 RCC cells HIF-2a reporter, luciferase luminescence, overnight; 360,000 tested, 0.72% active; inhibition, % at 18.8 µM;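 active = inhibition of the luminescence signal of 40% or more relative to plate controls, in a single-dose primary screen at 18.75 µM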
KKLEB cytotox: counter-screen for CF NF-kB inhibitors: cytotoxicity; KKLEB CF airway cells viability, ATPlite luminescence, overnight; stronger effect = lower value; cells stimulated with P. aeruginosa culture filtrate; activity change (cytotoxicity), % at 5 µM; 360,000 tested, 0.36% active; AID 602141;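 active = corrected activity change at or below -50% at 5 µM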
Vif imaging: HIV Vif inhibition; 340,000 tested, 0.35% active; inhibition, % at 7.49 µM; HEK293T cells, Vif self-association by quenched fluorescence, imaging, 24 h; AID 602346; in the data active = inhibition above about 50%, passing the limit was not always enough; also: some results filed as inactive read as strong as hits
Shn3 3UTR inh: reduces Shn3 3'UTR luciferase signal in osteoblasts; inhibition, % at 12.5 µM; 360,000 tested, 0.52% active; Clone20 osteoblast Shn3 3'UTR firefly luciferase, 24 h;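 active = mean inhibition of at least 75% with every replicate also reaching 75%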;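 also: 0% = median of neutral control wells and 100% = pilot-screen positive control compound; some compounds past the cut are filed as inactive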
Starred values were filed as active, the others as inactive; . = not tested or not shown.

structure,NR2E3 ag-1,NR2E3 ag-2,PDI inh,CF NFkB inh,MITF TRPM1 inh,CaV13 FRET inh,Peg3 promoter,HIF-2a inh,KKLEB cytotox,Vif imaging,Shn3 3UTR inh
Cc1cccc(C)c1NC(=O)NNC(=O)c1cc(C(C)(C)C)nn1Cc1ccccc1,-4,-5,1,-7,8,-5,7,19,6,-11,-7
Cc1cccc(/C=c2\s/c(=C\C(=O)C(C)(C)C)[nH]c2=O)c1,2,8,-3,-10,-23,.,-29,-98,-6,3,12
CCCC(c1nnnn1Cc1ccco1)N1CCC(C(N)=O)CC1 (configuration not stated),4,1,0,6,-1,.,6,14,2,-2,11
O=C(OCc1ccccc1)c1ccc(NCc2cc(O)ccc2O)cc1,.,34,-4,81*,81*,-6,92*,78*,-56*,0,99*
COc1cc(/C=C/C(=O)NCCN2CCOCC2)cc(OC)c1OC,-2,-30,-7,-22,-7,-5,7,11,16,-13,1
COc1ccc(C(C)C)cc1S(=O)(=O)n1ccnc1C,-3,7,3,8,10,-17,-5,14,1,-6,18
O=C(NC(c1ccccc1)c1ccccc1)c1ccccc1,.,8,-20,35,10,-5,-5,-4,-15,7,9
Cc1cc(NC(=S)N(CCN2CCCCC2)Cc2ccco2)ccc1Cl,0,-9,2,8,-4,4,7,4,-6,-1,17
CC(=O)c1ccc(OCc2cc(C(=O)NCCn3nc(C)cc3C)no2)cc1,-1,-50,2,-33,-38,-5,-114,-189,4,.,-68
CCCCn1c(N)c(N(CC)C(=O)C2COc3ccccc3O2)c(=O)[nH]c1=O (configuration not stated),.,-3,2,-5,5,-5,0,2,9,-2,-6
O=C(Nc1ccc2oc(-c3ccncc3)nc2c1)c1cccs1,2,-57,0,-12,-35,.,-93,-112,10,17,-11
O=C(CCCN1Cc2ccccc2C1)c1ccc(F)cc1,0,-26,-1,-1,-23,-8,-25,-16,-9,16,-23
Clc1ccccc1/C=N/Nc1cc(N2CCOCC2)ncn1,.,1,-10,23,-59,-2,-118,-164,-14,-2,-117
Cn1c(CNC(=O)C(Cc2ccccc2)NC(=O)c2ccccc2F)cc(=O)n(C)c1=O (configuration not stated),-1,3,6,0,-3,-3,-3,-2,15,2,9
Cc1ccc(CNC(=O)CCCN2C(=S)NC(C)(C)CC2C)cc1 (configuration not stated),-3,12,-3,15,13,-5,-1,5,-1,2,-11
COc1ccccc1N1CC(C(=O)OCc2nc(N)nc(Nc3ccccc3)n2)CC1=O (configuration not stated),3,8,5,47,-3,-6,-14,0,23,-3,-4
CN(C(=O)COc1ccc(Oc2ccccc2)cc1)C1CCS(=O)(=O)C1 (configuration not stated),0,-4,-24,-18,-8,-4,3,-2,3,-7,9
CCCN1C(=O)/C(=N\OCC(=O)Nc2ccc(C(C)C)cc2)c2ccccc21,2,-13,-2,-8,-6,-3,14,1,-7,-6,10
COc1ccccc1NS(=O)(=O)c1ccc(N/N=C/c2c(C)nn(-c3ccccc3)c2N2CCCC2)c([N+](=O)[O-])c1,1,-9,2,24,2,-5,25,18,-16,.,-1
CC1=C(C(=O)Nc2ccccc2)C(c2ccccn2)n2nc(CCCO)nc2N1 (configuration not stated),-2,11,0,-27,2,-7,9,1,10,16,1
CCOc1ccccc1N(CC(=O)NCc1ccc(OC)cc1)S(C)(=O)=O,2,8,-5,-1,3,.,22,-4,2,0,5
O=C(Cc1ccc(F)cc1)Nc1ccccc1Sc1ccccc1,-1,-3,1,11,-2,-2,20,20,-1,-23,4
COc1cc(C)c(Br)cc1S(=O)(=O)NCc1cccs1,-1,-34,1,12,-6,-5,11,5,8,.,1
CC(C)C[C@@H](CNC(=O)OC(C)(C)C)NC(=O)c1nc[nH]c1C(=O)N[C@@H](CC(C)C)C(=O)CNC[C@H](CC(C)C)NC(=O)c1nc[nH]c1C(=O)N[C@@H](Cc1c[nH]c2ccccc12)C(=O)OC(C)(C)C,.,10,0,-22,8,-9,-4,-4,-22,2,18
O=C(CN1CCN(CC(=O)Nc2ccc3c(c2)OCO3)CC1)Nc1ccc(F)cc1,1,0,-1,-24,6,-6,12,9,14,0,0
Cn1nc(C(C)(C)C)cc1NC(=O)Nc1ccc(F)cc1F,3,0,1,30,10,-20,18,14,-8,1,-4
O=C(Nc1cccc(F)c1)N1C2CCC1CC(O)(c1cccnc1)C2 (configuration not stated),-3,-11,6,6,-7,-3,2,18,-9,-4,-4
CCOc1ccc(C(NC(C)=O)c2ccc(OC)c(OC)c2)cc1 (configuration not stated),3,-23,1,14,4,-3,13,9,-4,0,-17
O=C(COC(=O)COc1ccc(Cl)cc1)Nc1ccc2c(c1)OCCO2,5,-7,1,-6,-2,-3,-7,3,9,-1,2
COc1ccc(S(=O)(=O)N2CCOCC2)cc1NC(=O)c1cc2ccccc2o1,.,-29,-2,-4,1,-7,-1,-11,-16,-9,7
C=CCN(CC=C)S(=O)(=O)c1ccc(NC(=S)NC(=O)c2ccc(-c3ccccc3)cc2)cc1,-3,-15,-2,12,5,-2,10,-6,0,.,50
CC(=O)N/C(=C\c1ccc(F)cc1)C(=O)N(C)C,-2,17,3,12,8,-4,-20,17,-7,16,-11
COc1cc(OC)cc(-c2c(C#Cc3ccsc3)c3cc(-c4ccccc4OC)ccc3n2C)c1,.,4,-4,17,3,-14,-8,4,2,4,-5
Cc1c(C(=O)O)sc2nc3n(c(=O)c12)CCC(C)CC3 (configuration not stated),6,-19,3,-14,9,-9,-2,9,8,10,-10
Cc1cc(CNC(=O)COc2ccc(F)cc2F)c2ccccc2n1,6,-25,-5,2,11,-2,-22,-16,8,-11,18
CCn1nc(NS(=O)(=O)c2ccc(F)cc2)c2cc3cccc(C)c3nc21,0,10,-5,9,3,-3,12,1,1,1,4
CC(NC(=O)c1ccccc1NC(=O)c1ccncc1)c1ccccc1 (configuration not stated),2,3,-11,-16,2,5,18,18,4,-1,13
O=c1oc2ccccc2cc1-c1nc2c(s1)CCc1ccccc1-2,0,-6,5,0,2,-8,-53,-48,3,2,-42
Cc1onc(-c2c(F)cccc2Cl)c1C(=O)N(C)C1CCCCC1,-2,-30,-3,-25,4,-2,14,16,7,1,-4
CCC1=Nc2cc(C(=O)O)ccc2Sc2ccccc21,-1,-15,.,0,-2,-2,-4,7,4,0,-1
O=C1c2ccccc2C(=O)c2c1cccc2N(CCO)CCO,-13,-10,-8,-12,5,-3,-14,-49,-4,-10,0
O=C(COc1ccc(S(=O)(=O)NC2CCCCC2)cc1Cl)NCC1CCCO1 (configuration not stated),-3,-2,-1,-10,12,.,30,17,-1,28,13
OC(c1ccccc1)(c1ccccc1)c1nccn1-c1ccccc1,.,2,5,-5,4,-6,20,15,2,19,7
COc1ccc(OC)c(NC(=O)N2CCCC(C)C2)c1 (configuration not stated),4,-6,-14,3,-1,-4,3,-7,-4,21,4
CCOC(=O)c1cc([N+](=O)[O-])c([N+](=O)[O-])cc1NC(C)=O,5,-2,8,60*,88*,-4,109*,23,-21,-13,98*
Nc1ncn(C(=S)Nc2ccccc2)n1,.,6,-11,4,4,-7,-13,-5,4,0,4
Cc1cc(/C=N/n2cnnc2)c(C)n1-c1ccc(Cl)cc1Cl,-1,-7,0,-16,9,.,19,-15,0,-3,20
CCN(CC)S(=O)(=O)c1cccc(C(=O)OCC(=O)c2ccc3c(c2)OCCO3)c1,1,-27,-8,-4,2,-6,-10,2,-13,-1,-13
COCCN1C[C@@H](CO)O[C@@H](n2cnc3c(NC4CCC4)ncnc32)C1,.,-2,-5,-26,.,-6,23,5,5,9,-20
Cc1ccc(-c2csc(NC(=O)c3ccccc3F)c2C(=O)O)cc1,0,-105,0,-1,-20,-3,-199,-211,-6,-10,-57

Next section
structure,NR2E3 ag-1,NR2E3 ag-2,PDI inh,CF NFkB inh,MITF TRPM1 inh,CaV13 FRET inh,Peg3 promoter,HIF-2a inh,KKLEB cytotox,Vif imaging,Shn3 3UTR inh
Nc1nc(SCC(=O)NC2CCCC2)[nH]c(=O)c1NC(=O)c1cccs1,-2,-15,-1,4,13,-6,-12,17,-2,7,-5
Cc1nc(-c2cccc(NS(=O)(=O)c3ccc4ccccc4c3)c2)cs1,1,24,-5,14,1,-5,13,20,-4,-5,-29
CCOC(=O)c1sc2ncn(CC(=O)NCC3CCCO3)c(=O)c2c1C (configuration not stated),3,-20,-1,14,4,2,1,9,-17,7,12
O=C(Nc1ccc(Cl)c(C(F)(F)F)c1)[C@@H]1CC=C[C@@H]2CCN(Cc3ccc(Cl)c(Cl)c3)C(=O)[C@@H]21,-1,8,-2,13,4,-6,32,12,0,24,31
COc1ccc(CN=CC2=C(O)CNC2=O)cc1,5,-8,0,-43,3,-5,23,20,28,4,-5
O=C(/C=C/[C@H]1O[C@@H](n2ccc(=O)[nH]c2=O)[C@H](O)[C@@H]1O)NCCCc1ccccc1,.,-7,.,8,.,-4,-1,11,19,4,4
O=c1ccnc(S/C=C/c2ccccc2)[nH]1,0,-30,-14,-2,-15,.,-58,-105,-6,8,-42
COc1ccc(/C(O)=C2/C(=O)C(=O)N(c3nc(C)c(C)s3)C2c2ccco2)cc1 (configuration not stated),11,-24,-3,-17,-18,.,-49,-67,-3,8,32
O=C1C2CC=CCC2C(=O)N1c1ccc(Cc2ccncc2)cc1 (configuration not stated),4,45,2,4,12,.,8,8,-8,-10,16
O=C(CNC(=O)c1cccc(Br)c1)N/N=C/c1cn[nH]c1-c1ccccc1,6,-14,1,3,14,-11,15,16,-11,-3,6
O=C(NCc1ccccc1)c1onc(CS(=O)(=O)c2ccc(Cl)cc2)c1C(=O)NCc1ccccc1,-2,-30,-6,-1,17,-10,47,6,-15,-5,-11
CC(C)C(=O)Nc1cccc(-c2csc(-c3ccccc3)n2)c1,-3,-94,3,0,-58,-3,-203,-182,-15,7,-34
CN(C)c1ncnc2c1ncn2[C@H]1CN(Cc2ccccc2)C[C@@H](CO)O1,.,-19,2,11,.,0,-12,-3,14,.,15
CC1CCN(C(=O)CCNS(=O)(=O)c2ccc(Cl)cc2)CC1,3,-8,6,-10,1,-1,2,-1,8,7,8
O=C(Nc1cc(S(=O)(=O)N2CCOCC2)ccc1N1CCCC1)c1ccc(F)cc1,-1,-18,-8,-14,12,-2,7,14,11,-4,2

Record cards (already shown). Values in the order: NR2E3 ag-1	NR2E3 ag-2	PDI inh	CF NFkB inh	MITF TRPM1 inh	CaV13 FRET inh	Peg3 promoter	HIF-2a inh	KKLEB cytotox	Vif imaging	Shn3 3UTR inh
Entry for O=C(/C=C/[C@H]1O[C@@H](n2ccc(=O)[nH]c2=O)[C@H](O)[C@@H]1O)NCCCc1ccccc1 = .	-7	.	8	.	-4	-1	11	19	4	4
Entry for COc1ccc(/C(O)=C2/C(=O)C(=O)N(c3nc(C)c(C)s3)C2c2ccco2)cc1 (configuration not stated) = 11	-24	-3	-17	-18	.	-49	-67	-3	8	32
